luminol inh ctr: counter-screen for Nox1 inhibitors: inhibitors of luminol chemiluminescence. HRP/luminol/H2O2 chemiluminescence counterscreen. inhibition, % at 6.7 µM. 16,000 compounds, 0.4% hits; also: reference of the scale not given here
S1P1 agonist: activates the human S1P1 receptor; S1P1 agonist cell-based reporter assay; activation, % at 4.5 µM; 16,000 compounds, 1.5% hits; AID 1044; in the data active = activation above about 80%
NOTCH ag: activates NOTCH signaling in reporter cells. NOTCH signaling luciferase reporter cells, luminescence. activation, % at 2.5 µM. 15,000 compounds, 0.4% hits; in the data active = activation above about 2.2%
PME-1 Maybridge: Maybridge compound blocking human PME-1; recombinant PME-1, FP-Rh probe fluorescence polarization; inhibition, % at 9 µM; Q9Y570; 16,000 compounds, 0.5% hits; in the data active = inhibition above about 30%
Target sequence (Q9Y570 whole entry, looked up): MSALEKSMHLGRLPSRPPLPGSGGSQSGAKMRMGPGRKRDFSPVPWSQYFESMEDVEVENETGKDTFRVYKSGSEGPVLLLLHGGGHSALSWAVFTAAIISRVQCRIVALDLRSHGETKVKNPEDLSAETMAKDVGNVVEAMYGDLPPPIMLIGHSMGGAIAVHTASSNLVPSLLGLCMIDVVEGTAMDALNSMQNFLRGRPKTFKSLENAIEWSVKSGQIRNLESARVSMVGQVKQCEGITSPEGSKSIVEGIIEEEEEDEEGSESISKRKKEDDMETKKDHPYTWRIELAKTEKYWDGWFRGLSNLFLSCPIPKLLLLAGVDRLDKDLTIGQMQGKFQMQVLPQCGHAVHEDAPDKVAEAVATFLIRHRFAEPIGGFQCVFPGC
OPRK1 antag MB: antagonists of human kappa opioid receptor OPRK1, Maybridge library. inhibition, % at 9 µM. 16,000 compounds, 0.4% hits. AID 652031. OPRK1 cells, antagonist mode, fluorescence readout. P41145; in the data active = inhibition above about 50%
Nox1 inhibitor: inhibitors of human NADPH oxidase 1 (Nox1) | HT29 cells, luminol chemiluminescence ROS | 16,000 compounds, 0.81% hits | Q9Y5S8 | inhibition, % at 6.7 µM
Target sequence (Q9Y5S8 whole entry, looked up): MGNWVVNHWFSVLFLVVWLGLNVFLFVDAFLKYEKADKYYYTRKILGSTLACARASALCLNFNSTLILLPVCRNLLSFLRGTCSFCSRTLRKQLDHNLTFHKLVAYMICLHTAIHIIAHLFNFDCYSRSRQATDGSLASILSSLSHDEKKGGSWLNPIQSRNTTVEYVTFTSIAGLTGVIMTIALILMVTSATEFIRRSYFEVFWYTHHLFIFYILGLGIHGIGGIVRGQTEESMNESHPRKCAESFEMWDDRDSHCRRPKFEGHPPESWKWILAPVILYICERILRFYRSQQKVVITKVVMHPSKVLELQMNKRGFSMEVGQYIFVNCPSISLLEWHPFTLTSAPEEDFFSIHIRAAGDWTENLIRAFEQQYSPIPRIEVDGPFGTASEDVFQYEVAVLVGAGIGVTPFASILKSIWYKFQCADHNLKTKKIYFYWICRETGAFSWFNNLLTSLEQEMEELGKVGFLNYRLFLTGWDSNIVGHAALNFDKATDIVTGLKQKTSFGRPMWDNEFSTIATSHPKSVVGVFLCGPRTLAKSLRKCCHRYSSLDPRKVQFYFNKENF
rat GALR2 ag: activates the rat galanin receptor 2. cell-based GALR2 agonist screen. 16,000 compounds, 0.5% hits. AID 833. O08726. activation, % at 10 µM; in the data active = activation above about 15%
TLR4 MyD88 blk: blocks binding of human TLR4 to MyD88; inhibition, % at 10 µM; Cell-based TLR4-MyD88 binding inhibition assay; 16,000 compounds, 0.06% hits; in the data active = inhibition above about 45%
* hit, by the source's call; nt = not tested or not shown. Rule as the data show it, unless noted: active = inhibition above about 75%; inactive = the rest.

SMILES	luminol inh ctr	S1P1 agonist	NOTCH ag	PME-1 Maybridge	OPRK1 antag MB	Nox1 inhibitor	rat GALR2 ag	TLR4 MyD88 blk
O=S(=O)(CCSc1nccc(-c2ccc(Cl)cc2)n1)c1ccccc1	-1	-23	0.2	0	3	-32	-3	-47
CN(S(=O)(=O)c1ccc(F)cc1)S(=O)(=O)c1ccc(Cl)cc1	3	19	-0.2	2	-2	-50	-8	nt
COC(=O)CC(=O)NC(CSC(=O)Nc1ccc(SC(F)(F)F)cc1)C(=O)OC (stereo unspecified)	1	-2	0.0	3	-10	-15	5	-1
Cc1onc(-c2ccccc2)c1C(=O)N=S(C)(=O)c1ccccc1 (stereo unspecified)	-2	-1	-0.8	0	-3	7	-4	-7
COc1ccc([N+](=O)[O-])c(S(=O)(=O)c2ccc(Cl)cc2)n1	6	104*	-1.3	3	82*	-96	-13	-8
CCOC(=O)N1CCC(NC(=O)c2nccnc2C(=O)Nc2ccc(C)cc2)CC1	1	-1	-0.3	1	8	-33	-5	14
Cc1nnsc1-c1nc2cccc(C)c2c(=O)o1	-1	-2	-0.8	-2	15	5	-7	2
O=C(CSc1nnc(Cc2ccsc2)o1)c1cccc([N+](=O)[O-])c1	47	-1	0.1	-1	-13	-43	-5	-11
CCOC(=O)c1nnn2c1nc(Sc1nc3ccccc3[nH]1)c1ccccc12	-4	7	-0.3	8	-9	17	-6	3
O=C1c2ccccc2O[C@@H](c2ccccc2)[C@@H]1NC1CCCCC1	1	76	-0.8	2	7	-20	-6	-4
Cc1cc(-c2nnc(SCC(=O)c3ccccc3)n2C)no1	4	8	0.3	-2	-5	-13	-5	-4
Cc1c(-c2nc(-c3ccc(OS(=O)(=O)N(C)C)cc3)no2)oc2ccccc12	3	-6	-0.6	-13	-2	-1	-8	0
CCOC(=O)c1ccc(-n2c(CC)nc3c(C)csc3c2=O)cc1	-4	-10	-0.3	4	9	7	-4	-4
O=C(Nc1ccc(N2CCOCC2)cc1)c1cnc2ccccc2n1	-9	12	-0.3	1	3	19	1	-4
O=C(CO/N=C/c1ccc(Cl)cc1Cl)NNC(=S)Nc1cc(Cl)ccc1Cl	18	86*	0.5	8	9	11	-4	0
c1ccc2cc3sccc3cc2c1	-1	-6	nt	1	-17	-17	-8	3
Nc1nc(N2CCOCC2)ncc1S(=O)(=O)c1ccc(Cl)cc1	-4	18	-0.2	2	-12	15	12	4
CNC(=S)NNC(=O)C(C)Oc1ccc(Cl)cc1 (stereo unspecified)	9	-10	0.2	2	4	4	-1	-8
O=C(Nc1ccc(-c2nc3ccccc3s2)cc1)Nc1cc(F)cc2c1OCOC2	3	-17	-0.1	-59	-39	-18	33*	-48
O=C(NCc1ccccc1)C1CCC(C(=O)NCc2ccccc2)N1 (stereo unspecified)	2	-3	-0.1	-2	-26	-14	-10	-3
Nc1ccc(C(F)(F)F)cc1N	-2	4	-0.2	3	-6	-32	-8	-3
NC(=O)c1cnc2n(c1=O)CCS2	-7	5	0.6	8	19	24	-3	-1
COc1cccc(OC)c1OC(=O)NC(=O)c1c(OC)ccc([N+](=O)[O-])c1OC	4	-2	-0.1	0	-9	-13	-8	0
CC1(C)c2ccccc2N2CCC(=O)NC21/C=C/c1cccs1 (stereo unspecified)	1	-44	nt	3	nt	-48	-8	4
CCN(Cc1cc(OC)c(OC)c(OC)c1)C(=S)Nc1cccc(SC)c1	-5	17	-0.5	7	-5	24	-4	5

The final 3 records of the section before lead into the next:
SMILES	luminol inh ctr	S1P1 agonist	NOTCH ag	PME-1 Maybridge	OPRK1 antag MB	Nox1 inhibitor	rat GALR2 ag	TLR4 MyD88 blk
COc1cccc(OC)c1OC(=O)NC(=O)c1c(OC)ccc([N+](=O)[O-])c1OC	4	-2	-0.1	0	-9	-13	-8	0
CC1(C)c2ccccc2N2CCC(=O)NC21/C=C/c1cccs1 (stereo unspecified)	1	-44	nt	3	nt	-48	-8	4
CCN(Cc1cc(OC)c(OC)c(OC)c1)C(=S)Nc1cccc(SC)c1	-5	17	-0.5	7	-5	24	-4	5
CCOC(=O)c1cc(-c2ccc(Cl)cc2)oc1/C=N/OC(=O)c1ccco1	-5	3	-0.6	0	-2	8	-7	-3
Cc1c(C)c(C)c(S(=O)(=O)Oc2cc(Cl)cc(Cl)c2)c(C)c1C	2	15	-0.4	0	-16	-18	-11	nt
COc1cccc(C)c1OC(=O)c1cc(F)cc(Cl)c1	-2	66	-0.5	6	-4	3	-8	4
O=c1cc(CSC(=S)N2CCSCC2)c2ccccc2[nH]1	2	7	-0.6	-3	-1	-44	-3	6
CCOC(=O)N1CCN(CC(=O)Nc2sc(CC)cc2C(=O)c2ccc(OC)cc2)CC1	-2	-5	0.1	0	16	-5	-7	-12
COC(=O)c1cc(S(=O)(=O)NCCc2c[nH]c3ccccc23)oc1C	-7	26	0.2	10	14	13	-3	-9
CS(=O)(=O)c1ccc(C(=O)O)c(Cl)c1	-4	5	-0.3	6	-2	29	-2	11
S=C1NCCc2ccccc21	5	-5	-0.4	3	3	20	-9	1
O=[N+]([O-])c1ccc2nc3c(O)c4ccccc4c(O)c3nc2c1	3	-2	-0.5	38*	18	24	-7	0
COc1cc(OC)nc(NCC(NC(=O)c2ccccc2)C(N)=O)n1 (stereo unspecified)	0	-4	0.1	3	-13	-25	-4	-1
CNC(=S)NN=C1CCCCCC1	4	-10	0.8	-2	-2	-13	-4	8
Cc1onc(NC(=O)c2nccnc2C(=O)O)c1Br	-4	-3	-0.2	2	19	-23	-7	0
O=C(OCC1CC(c2ccccc2)=NO1)c1ccc2ccccc2n1 (stereo unspecified)	-8	3	0.5	4	14	20	-6	-5
O=C(Nc1ccccc1NC(=O)c1c(F)cccc1F)c1c(F)cccc1F	-6	-2	0.0	6	19	-1	-6	6
S=C1NCN(CCc2ccncc2)CN1	4	-8	-0.3	3	9	-25	-3	2
N#C/C(=C\c1ccco1)c1ccc([N+](=O)[O-])cc1	-1	8	-0.2	2	4	-12	-5	nt
CC(=O)Oc1ccccc1/C(=C/C=C(c1ccccc1)c1ccccc1)N1CCOCC1	2	9	-0.8	4	7	-9	-10	3
Cc1ccc(OC(=O)c2cc(Br)cc3c2OCC3)cc1	3	17	-0.3	-4	-20	-26	-3	2
O=C1CS(=O)(=O)N(Cc2ccccc2)c2cc(Cl)ccc21	5	0	-4.9	-12	15	-40	-3	-2
N#CC1(c2ccccc2C2(C#N)CC2)CC1	-1	2	-0.3	3	-8	-95	-7	4
O=C(NCC1c2ccccc2CCN1C(=O)CN1CCOCC1)C1CCCCC1 (stereo unspecified)	-8	-6	-5.9	3	0	12	-6	-11
Cc1cc(C(=O)NN)ccc1[N+](=O)[O-]	7	-2	-0.2	5	23	22	-5	0
CCOC(=O)c1noc(C)c1/C(C)=N/Nc1ccccc1Cl	5	47	-0.5	-2	4	5	-6	5
CCOC(=O)CCC(=O)OC(C(=O)c1ccccc1)c1ccccc1 (stereo unspecified)	2	0	-0.2	1	-1	-47	-7	-9
COC(=O)C(Cc1c[nH]c2ccccc12)NS(=O)(=O)c1ccc(C)cc1 (stereo unspecified)	4	5	-0.4	5	5	-42	-6	-3
Next entries follow.
SMILES	luminol inh ctr	S1P1 agonist	NOTCH ag	PME-1 Maybridge	OPRK1 antag MB	Nox1 inhibitor	rat GALR2 ag	TLR4 MyD88 blk
CC(C)(C)c1ccc(N=NC2C(=O)NN=C2N)cc1 (stereo unspecified)	15	39	-0.5	6	8	43	-7	9
O=c1c(Cc2ccc(Cl)c(Cl)c2)csc2ccccc12	3	-4	0.1	-10	-18	-35	-2	0
COC(=O)c1csc(S(=O)(=O)N2CCOCC2)c1OC	-5	26	-0.8	5	2	14	-6	10
c1ccc(CC2=NNC(Cc3ccccc3)=NN2)cc1	-2	1	-0.5	4	-17	-86	-6	-19
O=C(O)C1C(c2ccc(O)cc2)C(C(=O)O)C1c1ccc(O)cc1 (stereo unspecified)	16	5	-0.2	-1	-6	-39	-4	11
O=C(CN1CCCCC1)Nc1cc(Cl)cc(Cl)c1	-6	10	-0.5	5	-9	14	0	11
CSc1cc(-c2ccc(Cl)cc2)[nH]c(=O)c1C#N	-4	-6	-0.3	-9	0	-12	-4	nt
N#CC1(Nc2cccc(C(F)(F)F)c2)CCCCCC1	1	8	-0.3	2	16	-10	-3	2
O=c1[nH]c(-c2cc(Br)cs2)nc2ccccc12	-3	-14	-0.1	-2	10	13	-5	-7
CCOC(=O)c1c(Sc2ccccc2)cnn1C(=O)Nc1cccc(Cl)c1	-1	-12	-0.1	-11	-6	-52	-4	9
O=C(CSc1n[nH]c(-c2ccccc2)n1)c1ccc(Cl)cc1	5	-5	nt	-5	0	18	-7	-16
N#CC1CN(CCc2ccccc2)CN(CCc2ccccc2)C1	-1	-8	-0.6	-1	-8	-44	-2	15
Cc1nnsc1-c1onc(C)c1C(=O)O/N=C/c1ccc(Cl)cc1	-1	-19	0.0	-5	-12	-29	1	-3
CC(=O)O/N=C(\C)c1sc2ccc(Cl)cc2c1C	2	-26	0.4	13	-14	-11	-7	-7
CCOC(=O)c1nc(C)sc1C(=O)/C=C/N(C)C	3	-7	-1.0	-3	1	-42	-3	-14
CC(=O)c1cccn1S(=O)(=O)c1ccccc1	-6	-13	-0.6	2	-16	-15	-8	-6
O=c1c2cc3c(=O)n(CCO)c(=O)c3cc2c(=O)n1CCO	-2	-21	-0.4	-1	-15	-30	-5	-1
FC(F)(F)c1cccc(-c2csc(C3COc4ccccc4O3)n2)c1 (stereo unspecified)	5	14	0.3	-9	20	-25	-9	6
C/S(=N\S(=O)(=O)c1ccc(Cl)cc1)c1sc(Cl)c2c1C(=O)CC(C)(C)C2 (stereo unspecified)	1	83*	0.0	-7	12	-24	-3	-12
O=S(=O)(c1ccc(Cl)cc1)N(Cc1ccc(Cl)cc1)Cc1cccnc1	-3	10	0.1	6	-10	-19	-7	5

Molecules listed so far containing a thiophene ring, fused or not, in the order listed:
SMILES	luminol inh ctr	S1P1 agonist	NOTCH ag	PME-1 Maybridge	OPRK1 antag MB	Nox1 inhibitor	rat GALR2 ag	TLR4 MyD88 blk
O=C(CSc1nnc(Cc2ccsc2)o1)c1cccc([N+](=O)[O-])c1	47	-1	0.1	-1	-13	-43	-5	-11
CCOC(=O)c1ccc(-n2c(CC)nc3c(C)csc3c2=O)cc1	-4	-10	-0.3	4	9	7	-4	-4
c1ccc2cc3sccc3cc2c1	-1	-6	nt	1	-17	-17	-8	3
CC1(C)c2ccccc2N2CCC(=O)NC21/C=C/c1cccs1 (stereo unspecified)	1	-44	nt	3	nt	-48	-8	4
CCOC(=O)N1CCN(CC(=O)Nc2sc(CC)cc2C(=O)c2ccc(OC)cc2)CC1	-2	-5	0.1	0	16	-5	-7	-12
COC(=O)c1csc(S(=O)(=O)N2CCOCC2)c1OC	-5	26	-0.8	5	2	14	-6	10
O=c1[nH]c(-c2cc(Br)cs2)nc2ccccc12	-3	-14	-0.1	-2	10	13	-5	-7
CC(=O)O/N=C(\C)c1sc2ccc(Cl)cc2c1C	2	-26	0.4	13	-14	-11	-7	-7
C/S(=N\S(=O)(=O)c1ccc(Cl)cc1)c1sc(Cl)c2c1C(=O)CC(C)(C)C2 (stereo unspecified)	1	83*	0.0	-7	12	-24	-3	-12

Bioassay records from PubChem.
